MBD2 DNA inh: inhibitors of human MBD2 binding to methylated oligonucleotide. TR-FRET. 370,000 compounds, 0.31% hits. Q9UBB5. inhibition, % at 4.4 µM. AID 686964; in the data active = inhibition above about 13%
DAX1 inh-1: NR0B1 (DAX1) inhibition. 340,000 compounds, 0.99% hits. P51843. inhibition, % at 6.75 µM. AID 504766. HEK293 Gal4-DAX1 luciferase reporter, luminescence;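 active = inhibition above the mean over all tested compounds plus 3 SD, cut at about 4.2% in these data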;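 also: 0% = DAX1-transfected cells with DMSO and 100% = empty-vector control cells with DMSO; inhibition shows as a rise in luminescence from relieved DAX1 repression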
Target sequence (P51843 207-470 limits assumed): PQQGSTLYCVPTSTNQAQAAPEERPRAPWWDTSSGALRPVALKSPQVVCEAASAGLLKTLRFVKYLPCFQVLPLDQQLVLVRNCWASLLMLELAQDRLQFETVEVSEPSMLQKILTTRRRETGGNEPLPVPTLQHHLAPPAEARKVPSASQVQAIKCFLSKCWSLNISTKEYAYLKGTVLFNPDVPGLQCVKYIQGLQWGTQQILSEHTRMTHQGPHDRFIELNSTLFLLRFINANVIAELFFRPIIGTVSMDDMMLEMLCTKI
DAX1 inh-2: inhibitors of DAX1 repression of SF-1 activated StAR promoter | 370,000 compounds, 1.1% hits | HEK293T StAR-luciferase reporter, SF-1/DAX-1 repression relief | inhibition, % at 6.8 µM | AID 652010;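 active = inhibition above the mean over all tested compounds plus 3 SD, cut at about 3.6% in these data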;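 also: 0% = DAX-1 cells with DMSO and 100% = cells lacking DAX-1 with DMSO; higher inhibition means more luminescence from relief of DAX-1 repression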
PLC-gamma1 inh: inhibitors of human phospholipase C gamma1; purified PLC-gamma1, fluorogenic substrate, fluorescence; inhibition, % at 12.2 µM; 370,000 compounds, 0.84% hits; in the data active = inhibition above about 9.5%
PLC-beta3 inh: PLC-beta3 (human) inhibition, primary screen; inhibition, % at 12.2 µM; 370,000 compounds, 0.18% hits; Purified PLC-beta3, fluorogenic substrate, fluorescence; Q01970; AID 720704; in the data active = inhibition above about 11%;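 also: 0% = median of compound wells on plate and 100% = full blocker control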
ADAM17 inh: inhibits human ADAM17. P78536. recombinant ADAM17, EDANS/DABCYL FRET peptide cleavage. inhibition, % at 6.95 µM. 370,000 compounds, 0.83% hits. AID 720648;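 active = inhibition above the mean of compounds lying between control limits plus 3 SD, set per campaign, cut at about 8.5% in these data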;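 also: 0% = DMSO-only wells as the low control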
hcDAF-12 act: activators of H. contortus DAF-12 nuclear receptor. HEK293 hcDAF-12 lit1-tk-luc reporter, luminescence; 0% DMSO, 100% Δ7-dafachronic acid. activation, % at 6.8 µM. 370,000 compounds, 1.4% hits. AID 652067;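 active = activation above the mean of all tested compounds plus 3 SD, cut at about 5.5% in these data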;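 also: 100% = response to 3 µM Δ7-dafachronic acid high control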
ssDAF-12 act: activators of S. stercoralis DAF-12 nuclear receptor. 370,000 compounds, 1% hits. activation, % at 6.8 µM. AID 652126. HEK293 ssDAF-12/GRIP1 lit1-tk-luc reporter, luminescence; % of 3 µM dafachronic acid response;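 active = activation above the mean over all tested compounds plus 3 SD, cut at about 0.9% in these data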;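 also: 0% = DMSO-only wells and 100% = 3 µM delta7-dafachronic acid wells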
SMARCA2 act: SMARCA2 function activation, primary screen; MG213 cells, MMTV-luciferase reporter, dexamethasone, overnight; activation, % at 9.1 µM; 370,000 compounds, 1% hits; AID 652017; in the data active = activation above about 7.8%;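 also: 0% = vehicle wells and 100% = reference activator wells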
Rev-erbA mod: modulates human Rev-erb alpha binding to DNA; P20393; Rev-erbα–FITC-DNA binding, fluorescence polarization, 90 min; activity, % at 10 µM; 370,000 compounds, 0.79% hits; AID 1259318;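 active = activity above about 14%, limit read from the data; passing the limit was not always enough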;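 also: 0% = DMSO wells with 35 nM protein and 100% = DMSO wells with 750 nM protein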
Target sequence (P20393 whole entry, looked up): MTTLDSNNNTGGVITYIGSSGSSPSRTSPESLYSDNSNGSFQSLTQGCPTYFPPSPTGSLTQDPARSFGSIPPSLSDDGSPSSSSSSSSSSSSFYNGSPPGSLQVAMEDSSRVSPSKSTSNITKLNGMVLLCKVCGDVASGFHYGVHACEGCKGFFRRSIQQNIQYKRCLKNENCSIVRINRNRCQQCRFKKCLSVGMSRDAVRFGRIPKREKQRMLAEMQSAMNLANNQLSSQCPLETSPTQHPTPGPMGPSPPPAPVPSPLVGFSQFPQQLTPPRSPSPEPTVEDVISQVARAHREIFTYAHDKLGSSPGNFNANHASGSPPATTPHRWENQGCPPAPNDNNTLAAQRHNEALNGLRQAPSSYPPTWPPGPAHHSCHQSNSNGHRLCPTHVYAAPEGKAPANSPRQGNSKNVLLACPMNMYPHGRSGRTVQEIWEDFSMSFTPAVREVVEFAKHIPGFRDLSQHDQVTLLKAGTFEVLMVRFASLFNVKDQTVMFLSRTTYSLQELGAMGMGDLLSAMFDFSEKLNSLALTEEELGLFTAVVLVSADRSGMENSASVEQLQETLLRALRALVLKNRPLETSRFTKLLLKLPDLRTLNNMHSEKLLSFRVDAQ
hgDAF-12 ag: hgDAF-12 agonism, primary luciferase screen; HEK293 GAL4-hgDAF12 UAS-luciferase reporter, agonist luminescence; normalized to butyrate control; activation, % at 6.8 µM; 370,000 compounds, 1.8% hits; AID 687014;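 active = activation above a cutoff set at the mean of all screened compounds plus 3 SD, cut at about 10% in these data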;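 also: 0% = DMSO wells and 100% = sodium butyrate wells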
Active calls of the source: *.

CSCC[C@H](NC(=O)N1CCn2c1nc1ccccc12)C(=O)NCc1ccc(C)cc1 was read as MBD2 DNA inh -1, DAX1 inh-1 -0.4, DAX1 inh-2 -0.5, PLC-gamma1 inh 1, PLC-beta3 inh -5, ADAM17 inh -1, hcDAF-12 act -2.6, ssDAF-12 act -1.1, SMARCA2 act -1, Rev-erbA mod -1 and hgDAF-12 ag 0.2.
Screening CN(C)CC1CCC/C(=C/c2ccc(Cl)cc2)C1=O (stereo not drawn) returned MBD2 DNA inh 2, DAX1 inh-1 2.2, DAX1 inh-2 -0.3, PLC-gamma1 inh -2, PLC-beta3 inh -4, ADAM17 inh -1, hcDAF-12 act -0.1, ssDAF-12 act -0.1, SMARCA2 act -2, Rev-erbA mod -2 and hgDAF-12 ag -2.9.
CCCCN(C1CCS(=O)(=O)C1)S(=O)(=O)c1ccc(C(C)C)cc1 (stereo not drawn) was read as MBD2 DNA inh 6, DAX1 inh-1 0.9, DAX1 inh-2 1.3, PLC-gamma1 inh 3, PLC-beta3 inh -5, ADAM17 inh -7, hcDAF-12 act -0.9, ssDAF-12 act -1.5, SMARCA2 act -5, Rev-erbA mod -8 and hgDAF-12 ag 0.0.
`O=C1CCCc2nc(N3CCc4ccccc43)ncc21` gave MBD2 DNA inh 3, DAX1 inh-1 2.4, DAX1 inh-2 1.4, PLC-gamma1 inh -50, PLC-beta3 inh -67, ADAM17 inh -6, hcDAF-12 act 2.0, ssDAF-12 act 0.3, SMARCA2 act 3, Rev-erbA mod 6 and hgDAF-12 ag 8.6.
`Cc1c(C(=O)N2CCNCC2)oc2ccccc12` gave MBD2 DNA inh 5, DAX1 inh-1 -0.1, DAX1 inh-2 0.0, PLC-gamma1 inh 3, PLC-beta3 inh -6, ADAM17 inh -3, hcDAF-12 act 0.9, ssDAF-12 act -0.8, SMARCA2 act -1, Rev-erbA mod 5 and hgDAF-12 ag 0.3.
For CCOC(=O)c1nc(-c2ccc3c(c2)OCO3)[nH]c1C the results were MBD2 DNA inh 1, DAX1 inh-1 1.5, DAX1 inh-2 2.3, PLC-gamma1 inh -4, PLC-beta3 inh -7, ADAM17 inh -1, hcDAF-12 act 5.0, ssDAF-12 act -1.3, SMARCA2 act 4, Rev-erbA mod -1 and hgDAF-12 ag 3.6.
`Cc1ccc(CNC(=O)C(Cc2ccccc2)NS(=O)(=O)c2cccs2)cc1` (stereo not drawn) gave MBD2 DNA inh -3, DAX1 inh-1 -1.1, DAX1 inh-2 -0.5, PLC-gamma1 inh -1, PLC-beta3 inh -3, ADAM17 inh -2, hcDAF-12 act -0.7, ssDAF-12 act -2.0, SMARCA2 act -2, Rev-erbA mod 9 and hgDAF-12 ag -0.8.
For CCCC(=O)N1CCN(Cc2ccc3c(c2)OCO3)CC1 the results were MBD2 DNA inh 6, DAX1 inh-1 0.0, DAX1 inh-2 -0.4, PLC-gamma1 inh 4, PLC-beta3 inh -5, ADAM17 inh -1, hcDAF-12 act -1.8, ssDAF-12 act -1.2, SMARCA2 act -1, Rev-erbA mod -6 and hgDAF-12 ag 2.2.
For CC(C)c1ccc(NC(=O)CCCN2C(=O)NC(C)(C)C2=O)cc1 the results were MBD2 DNA inh -1, DAX1 inh-1 -0.1, DAX1 inh-2 -2.8, PLC-gamma1 inh 3, PLC-beta3 inh -9, ADAM17 inh -4, hcDAF-12 act -0.3, ssDAF-12 act -1.4, SMARCA2 act -3, Rev-erbA mod 11 and hgDAF-12 ag 0.8.
`CCOc1cc(N2CCOCC2)c(OCC)cc1NC(=O)COC(=O)c1ccc(Cl)nc1` gave MBD2 DNA inh -4, DAX1 inh-1 -0.6, DAX1 inh-2 -1.4, PLC-gamma1 inh 3, PLC-beta3 inh 2, ADAM17 inh -2, hcDAF-12 act -0.1, ssDAF-12 act -1.1, SMARCA2 act 3, Rev-erbA mod 1 and hgDAF-12 ag -4.2.
`COc1ccccc1CN(C)C(=O)COC(=O)c1c(C)noc1C` gave MBD2 DNA inh 2, DAX1 inh-1 0.3, DAX1 inh-2 1.1, PLC-gamma1 inh 2, PLC-beta3 inh -1, ADAM17 inh -2, hcDAF-12 act -0.5, ssDAF-12 act -0.5, SMARCA2 act 0, Rev-erbA mod -2 and hgDAF-12 ag -0.2.
For O=S(=O)(Nc1nc2ccccc2nc1Cl)c1ccc(Cl)cc1 the results were MBD2 DNA inh 2, DAX1 inh-1 -1.1, DAX1 inh-2 0.0, PLC-gamma1 inh -12, PLC-beta3 inh -11, ADAM17 inh -4, hcDAF-12 act 3.9, ssDAF-12 act -0.4, SMARCA2 act -2, Rev-erbA mod -8 and hgDAF-12 ag 1.4.
Screening C=CCn1c(SCC(=O)Nc2ccc(O)cc2)nc2sc(C)c(C)c2c1=O returned MBD2 DNA inh 0, DAX1 inh-1 0.2, DAX1 inh-2 -3.6, PLC-gamma1 inh 0, PLC-beta3 inh -7, ADAM17 inh -3, hcDAF-12 act -0.2, ssDAF-12 act -1.4, SMARCA2 act -3, Rev-erbA mod -5 and hgDAF-12 ag 0.6.
Screening N#Cc1ccccc1OCC(=O)NC(=O)NC1CCS(=O)(=O)C1 (stereo not drawn) returned MBD2 DNA inh 2, DAX1 inh-1 0.3, DAX1 inh-2 0.9, PLC-gamma1 inh 2, PLC-beta3 inh -9, ADAM17 inh -5, hcDAF-12 act 0.5, ssDAF-12 act -0.3, SMARCA2 act -2, Rev-erbA mod 4 and hgDAF-12 ag 5.0.
For COc1ccccc1C1/C(=C(/O)c2ccc(OC(C)C)cc2)C(=O)C(=O)N1c1cc(C)on1 (stereo not drawn) the results were MBD2 DNA inh 0, DAX1 inh-1 0.0, DAX1 inh-2 -0.4, PLC-gamma1 inh -3, PLC-beta3 inh -6, ADAM17 inh -2, hcDAF-12 act -0.5, ssDAF-12 act -1.1, SMARCA2 act 0, Rev-erbA mod 4 and hgDAF-12 ag 3.7.
For Cc1ccc(OCCSc2nc(NC(C)C)nc(NC(C)C)n2)cc1 the results were MBD2 DNA inh 4, DAX1 inh-1 -1.2, DAX1 inh-2 -1.3, PLC-gamma1 inh -5, PLC-beta3 inh 2, ADAM17 inh 6, hcDAF-12 act -2.2, ssDAF-12 act -1.9, SMARCA2 act -5, Rev-erbA mod 3 and hgDAF-12 ag -4.5.
For O=C(COC(=O)C12CC3CC(CC(O)(C3)C1)C2)Nc1ccccc1OC(F)F the results were MBD2 DNA inh 10, DAX1 inh-1 0.0, DAX1 inh-2 0.0, PLC-gamma1 inh -1, PLC-beta3 inh 1, ADAM17 inh -5, hcDAF-12 act -1.2, ssDAF-12 act -0.5, SMARCA2 act 0, Rev-erbA mod 0 and hgDAF-12 ag 0.2.
`COc1cc(OC)cc(-c2c(-c3cccs3)c3cc(-c4cc(OC)c(OC)c(OC)c4)ccc3n2C)c1` gave MBD2 DNA inh -7, DAX1 inh-1 0.6, DAX1 inh-2 -0.6, PLC-gamma1 inh -21, PLC-beta3 inh -33, ADAM17 inh -4, hcDAF-12 act -0.9, ssDAF-12 act -1.2, SMARCA2 act 0, Rev-erbA mod -1 and hgDAF-12 ag 0.7.
For O=C(NNS(=O)(=O)c1ccc2ccccc2c1)c1cccnc1 the results were MBD2 DNA inh 1, DAX1 inh-1 -0.2, DAX1 inh-2 0.6, PLC-gamma1 inh -2, PLC-beta3 inh 1, ADAM17 inh -3, hcDAF-12 act 1.5, ssDAF-12 act -1.1, SMARCA2 act -1, Rev-erbA mod -2 and hgDAF-12 ag -1.3.
For Cc1nc2c(C)cccn2c1/C(O)=C1\C(=O)C(=O)N(CCN(C)C)C1c1ccccc1 (stereo not drawn) the results were MBD2 DNA inh -2, DAX1 inh-1 5.8*, DAX1 inh-2 0.3, PLC-gamma1 inh -2, PLC-beta3 inh -9, ADAM17 inh -3, hcDAF-12 act -1.7, ssDAF-12 act 1.0*, SMARCA2 act -6, Rev-erbA mod -6 and hgDAF-12 ag -1.4.
`CCCn1nc2cc(C(=O)NCc3ccc(C)cc3)ccc2c1OC` gave MBD2 DNA inh 3, DAX1 inh-1 0.8, DAX1 inh-2 -0.2, PLC-gamma1 inh -256, PLC-beta3 inh -368, ADAM17 inh -198, hcDAF-12 act -1.3, ssDAF-12 act -1.5, SMARCA2 act -1, Rev-erbA mod -2 and hgDAF-12 ag 0.7.
For N#CCc1c[nH]c2ccc([N+](=O)[O-])cc12 the results were MBD2 DNA inh 2, DAX1 inh-1 1.5, DAX1 inh-2 -0.9, PLC-gamma1 inh 1, PLC-beta3 inh 2, ADAM17 inh -9, hcDAF-12 act -1.6, ssDAF-12 act -1.2, SMARCA2 act 3, Rev-erbA mod 7 and hgDAF-12 ag 4.5.
For C#CCOC(=O)c1csc2nnsc12 the results were MBD2 DNA inh 8, DAX1 inh-1 -0.2, DAX1 inh-2 -0.4, PLC-gamma1 inh 3, PLC-beta3 inh 0, ADAM17 inh -6, hcDAF-12 act -0.1, ssDAF-12 act -1.1, SMARCA2 act -2, Rev-erbA mod -1 and hgDAF-12 ag 2.4.
O=C(O)C1=C(C2CCCCC2)C(=O)c2ccccc21 was read as MBD2 DNA inh 2, DAX1 inh-1 -0.5, DAX1 inh-2 -1.0, PLC-gamma1 inh 6, PLC-beta3 inh -4, ADAM17 inh -3, hcDAF-12 act -1.3, ssDAF-12 act -1.5, SMARCA2 act -2, Rev-erbA mod 2 and hgDAF-12 ag -0.2.
For CC1=C(C(N)=O)C(c2ccccc2F)NC(=O)N1 (stereo not drawn) the results were MBD2 DNA inh -1, DAX1 inh-1 0.2, DAX1 inh-2 0.7, PLC-gamma1 inh -20, PLC-beta3 inh 2, ADAM17 inh -4, hcDAF-12 act -0.1, ssDAF-12 act -1.2, SMARCA2 act -3, Rev-erbA mod -2 and hgDAF-12 ag -0.1.
`O=C(COC(=O)c1cccc(Cl)c1)NC1CCS(=O)(=O)C1` (stereo not drawn) gave MBD2 DNA inh 6, DAX1 inh-1 0.5, DAX1 inh-2 0.5, PLC-gamma1 inh 4, PLC-beta3 inh -5, ADAM17 inh -4, hcDAF-12 act 0.5, ssDAF-12 act -1.6, SMARCA2 act -1, Rev-erbA mod -12 and hgDAF-12 ag 2.5.
Screening Cc1cccc(C(C)C)c1NC(=O)COC(=O)CCC(=O)N(CC(C)C)c1c(N)n(CC(C)C)c(=O)[nH]c1=O returned MBD2 DNA inh 1, DAX1 inh-1 3.2, DAX1 inh-2 -0.1, PLC-gamma1 inh 3, PLC-beta3 inh -1, ADAM17 inh -6, hcDAF-12 act -1.5, ssDAF-12 act -1.0, SMARCA2 act 0, Rev-erbA mod -3 and hgDAF-12 ag -4.2.
Screening CCOC(=O)CNC(=O)CSc1ccc(-c2nc3ccccc3[nH]2)cn1 returned MBD2 DNA inh 4, DAX1 inh-1 0.6, DAX1 inh-2 -0.5, PLC-gamma1 inh -32, PLC-beta3 inh -44, ADAM17 inh -77, hcDAF-12 act -0.2, ssDAF-12 act -1.3, SMARCA2 act 3, Rev-erbA mod -1 and hgDAF-12 ag -0.2.

Source: PubChem (several laboratories)
